Source: PubChem
Mdm2 MdmX PPI – inhibitors of human Mdm2-MdmX association, primary screen, cell-based, luminescence, split luciferase, SaOS-2, uHTS; AID 485346, 2010; hit rate 3% among 330,000; inhibition, % at 8 µM; SaOS-2 split-luciferase Mdm2/MdmX complementation;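 active = inhibition of at least 50% at 8 µM in the primary screen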
Jurkat NFkB inh – inhibitors of induced NF-kB luciferase reporter, primary screen, TCR NF-kB activation inhibitor project, cell-based, luminescence, uHTS | hit rate 0.53% among 330,000 | inhibition, % at 4 µM | Jurkat, PMA/ionomycin-induced NF-kB luciferase reporter | AID 435003, 2010; in the data active = inhibition above about 50%
697 NFkB inh – inhibitors of PMA/ionomycin-induced NF-kB reporter, 697 cells, primary screen, B-cell NF-kB inhibitor project, cell-based, luminescence, uHTS. 697 B-cell NF-kB luciferase reporter, 16 h. hit rate 0.33% among 330,000. inhibition, % at 4 µM; in the data active = inhibition above about 35%
CHOP UPR activ – activators of apoptotic CHOP UPR arm, primary screen, cell-based, CHO-CHOP luciferase reporter, luminescence, uHTS; hit rate 0.34% among 330,000; UPR activation; percent of tunicamycin response over DMSO baseline; activation, % at 10 µM; AID 449763, 2010;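 active = at 10 µM dose, activation of 40% or more, normalized to positive control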;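 also: 100% = tunicamycin at 10 µg/mL and 0% = DMSO alone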
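Test system: CHO-CHOP cells, stable luciferase reporter of PERK-eIF2a-CHOP signalling | Quantity: 500 CHO-CHOP cells per well | Buffer or medium: F12 plus 10% serum | Compound dosing: 10 µM single point, 0.5% DMSO | Schedule: 6 h compound treatment, 37 °C | Signal: Luciferase luminescence | Control set: Tunicamycin high control, DMSO low control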
APJ antagonist – antagonists of human apelin receptor APJ, primary screen, CHO-K1 cells, beta-arrestin complementation, luminescence. P35414. inhibition, % at 20 µM. hit rate 0.32% among 330,000;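 active = inhibition above about 40% at 20 µM, limit read from the data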;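 also: cells challenged with 10 nM apelin-13 agonist together with compound; plate controls were apelin-13 plus DMSO wells for no effect and DMSO wells lacking apelin-13 for full effect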
Target sequence (P35414 whole entry, looked up): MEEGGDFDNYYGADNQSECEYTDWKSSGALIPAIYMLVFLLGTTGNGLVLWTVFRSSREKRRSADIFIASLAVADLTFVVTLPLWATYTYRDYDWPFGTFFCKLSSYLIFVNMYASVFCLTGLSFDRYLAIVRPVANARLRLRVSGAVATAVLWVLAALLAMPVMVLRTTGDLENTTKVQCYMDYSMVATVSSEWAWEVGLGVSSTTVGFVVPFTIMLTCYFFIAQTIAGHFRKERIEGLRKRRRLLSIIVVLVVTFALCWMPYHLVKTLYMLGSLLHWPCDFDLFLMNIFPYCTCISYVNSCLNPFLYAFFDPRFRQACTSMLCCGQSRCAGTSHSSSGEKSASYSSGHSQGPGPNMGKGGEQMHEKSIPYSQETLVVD
UPR XBP1 act – activators of adaptive XBP1 UPR arm, primary screen, cell-based, CHO-XBP1 luciferase reporter, luminescence, uHTS; IRE1-XBP1 UPR activation; percent of tunicamycin response, DMSO as zero; activation, % at 20 µM; hit rate 0.33% among 330,000;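 active = versus positive control, 20 µM dose yields 30% or more activation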;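 also: 100% = tunicamycin at 10 µg/mL and 0% = DMSO only wells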
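incubation = overnight seeding at 37 °C, 6 h compound treatment at 37 °C | assay system = CHO-XBP1 cells stably carrying IRE1-XBP1-driven luciferase reporter | input = 1000 cells per well | detection = luciferase luminescence | dosing = single point, 20 µM final compound, 1% DMSO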
APJ agonist – agonists of human apelin receptor APJ, primary screen, CHO-K1 cells, PathHunter beta-arrestin, luminescence; P35414; 0% DMSO wells, 100% apelin; activation, % at 20 µM; hit rate 0.11% among 330,000; AID 2520, 2010;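 active = activation more than six SD over the plate average, tested at 20 µM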;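 also: 0% = DMSO alone and 100% = apelin-13 at 10 nM; some results filed as inactive read as strong as hits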
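assay system = CHO-K1 APJ beta-arrestin complementation cell line | input = cell density 1000 per well | dosing = compound 20 µM once, DMSO 1% | timing = compound 90 min 25 °C, reagent 1 h | measured by = luminescence from split beta-galactosidase complementation, Galacton Star/Emerald II substrate | read-out basis = APJ agonist activity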
tim23-1 inh – growth inhibitors of tim23-1 mutant yeast, primary screen, luminescence, uHTS. S. cerevisiae tim23-1 growth, BacTiter-Glo luminescence, 24 h. AID 463212, 2010. hit rate 1.3% among 330,000. inhibition, % at 20 µM;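 active = growth inhibition of the mutant yeast at or above 50%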;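 also: temperature-sensitive mutant grown at 25 °C; plate controls were DMSO-treated mutant yeast for no effect and medium wells lacking yeast for full effect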
* hit, by the source's call; . = no result given.

SMILES	Mdm2 MdmX PPI	Jurkat NFkB inh	697 NFkB inh	CHOP UPR activ	APJ antagonist	UPR XBP1 act	APJ agonist	tim23-1 inh
COc1ccc([C@@H]2CC=C(C(=O)O)[C@H](c3cccc(Cl)c3)N2S(=O)(=O)c2ccccc2C)cc1	35	18	16	-1.5	14	2	-3	11
COc1ccc(NC(=O)c2ccc(C(=O)c3ccccc3)o2)cc1	0	-19	13	2.3	10	1	-1	-7
O=C(CCn1cccc(C(F)(F)F)c1=O)Nc1cccc(C(F)(F)F)c1	-6	2	-12	0.3	15	1	-4	-4
Cc1ccc(C(=O)O)cc1NC(=O)CCc1ccccc1	-16	-1	2	0.0	9	0	-2	3
CC(C)N1CCN(Cc2coc3ccccc3c2=O)CC1CCO (centres undefined)	-23	12	-8	-0.9	8	-1	-1	3
Cc1cccc(C)c1OCC(=O)NNC(=O)Nc1ccc(Cl)cc1	-16	2	7	-1.3	-3	-1	-3	0
CC(C)c1c(C(=O)N/N=C/C2CC=CCC2)nnn1-c1nonc1N (centres undefined)	41	-17	-46	-1.7	-34	1	1	21
COc1ccc(Cn2ccnc2SCC(=O)Nc2ccccc2)cc1	23	2	-29	-3.1	7	-5	-1	28
CCC(C)NC(=O)CNS(=O)(=O)c1ccc(C)cc1 (centres undefined)	13	-13	-5	-0.7	-8	-2	-2	-2
C=CCNC(=O)COC(=O)COc1ccc(Cl)cc1C	5	12	16	1.1	8	0	2	-1
O=C(Nc1ccnn1C1CCN(C(=O)c2ccc(Cl)c(F)c2)CC1)C1CCOC1 (centres undefined)	2	-8	3	0.3	8	-2	0	11
O=C(N=Nc1c(O)n(Cc2ccccc2)c2ccccc12)c1ccc(O)cc1	-148	-107	-187	6.3	16	7	-6	35
O=C(COC(=O)/C=C/c1cccs1)NC1CC1	14	-14	-5	-0.2	11	-2	-2	15
O=C(NC1CCCC1)C(c1cccs1)N(CC1CCCO1)C(=O)Cc1cccs1 (centres undefined)	-12	-3	14	1.6	8	-3	-1	35
Cc1ccc(C(=O)COc2nc(C)cc(C)c2C#N)cc1	11	-18	-9	-1.8	2	-1	1	-9
CCC(C(=O)Nc1cccnc1)c1ccccc1 (centres undefined)	-7	-10	2	-1.0	-2	-4	-4	1
O=C(CCN1C(=O)c2ccc([N+](=O)[O-])cc2C1=O)Nc1cccc(O)c1	11	9	-6	-0.1	-29	0	5	-7
COc1ccc(C2NC(=S)NC3=C2N2CCC3CC2)cc1 (centres undefined)	-4	22	4	0.3	-2	-3	1	2
CCOC(=O)Cn1nc(-c2ccccc2)c2cnc3ccc(CC)cc3c21	12	1	-21	1.0	1	-1	1	27
CCCC(C)NC(=O)CN1C(=O)c2cccc3cccc1c23 (centres undefined)	29	-5	10	-0.7	-10	-2	-4	12
CCOC(=O)C1C(=O)C(C(=O)OCC)C(c2cccnc2)NC1c1cccnc1 (centres undefined)	15	1	31	-1.2	1	3	-3	6
OC(c1ccccc1)C(CN1CCOCC1)c1ccccc1 (centres undefined)	21	9	9	0.1	2	-2	-2	18
CC(C)N(C(=O)[C@H]1C[C@H](CC(=O)NCCCN(C)C)C(=O)N2CCc3c([nH]c4ccc(Cl)cc34)[C@]12C)C(C)C	48	.	12	0.8	.	-2	.	28
CCOC(=O)[C@H]1[C@H]2COc3ccc(Cl)cc3[C@@H]2N2C(=O)c3ccc(F)cc3NC(=O)[C@@]12C	21	3	27	-1.1	4	7	-6	1
COC(=O)CCc1c(COC(C)=O)[nH]c(C(=O)OCc2ccccc2)c1C	-3	-2	9	0.7	-12	-2	-3	22
CC1(C)CC(=O)C2=C(C1)NC(=O)NC2c1ccc([N+](=O)[O-])cc1 (centres undefined)	-7	1	-9	1.1	8	-1	-2	-1
CC(=O)OC(COc1ccccc1)Cn1cnc2cc(C)c(C)cc21 (centres undefined)	18	-2	-20	1.4	1	2	-5	24
Cc1ccc2c(c1)N(C(=O)CCC(=O)NCCCN1CC(C)CC(C)C1)CCO2 (centres undefined)	10	-15	1	-1.8	0	-1	-5	6
O=C(COc1ccccc1F)NNC(=O)c1ccc(N2CCCCC2)c([N+](=O)[O-])c1	23	3	22	2.1	-7	1	-2	23
COc1ccc(N/C(=C/[N+](=O)[O-])SC)cc1	11	-12	4	5.6	-7	-1	-1	12
COc1ccc(C(C(=O)NC2CCCCC2)N(C(=O)c2sc(C)nc2C)c2ccc(OC)cc2)cc1 (centres undefined)	12	24	21	-0.9	1	-4	-5	15
Cc1ccc(CNC(=O)C2CCC(=O)N(CC3CCCCC3)C2)o1 (centres undefined)	4	-14	11	1.3	4	0	3	4
O=c1c(-c2ccco2)[n+]([O-])c2ccccc2n1OCc1ccccc1[N+](=O)[O-]	-16	-26	1	-2.1	-28	-2	0	27
CCOc1ccc(N(C(C)C(=O)NN=C2CCCCCCC2)S(C)(=O)=O)cc1 (centres undefined)	15	-4	12	1.7	10	-3	-4	-4
O=C(NC1CC1)c1cc(Cl)ccc1[N+](=O)[O-]	5	5	8	-1.0	-5	-1	-3	-12
O=C(C1CCCN(S(=O)(=O)c2cc(Cl)ccc2Cl)C1)N1CCOCC1 (centres undefined)	-2	9	12	-1.3	-20	-4	-2	6
CCOc1ccc(C2CC(=O)N(Nc3ccc([N+](=O)[O-])cc3[N+](=O)[O-])C2=O)cc1 (centres undefined)	8	4	0	1.3	3	-2	-2	-10
CC(=O)Nc1ccc(CN2CCc3c([nH]c4ccccc34)C2c2ccccn2)cc1 (centres undefined)	11	-15	-1	-0.6	-5	-1	0	11
Cc1ccc(-c2nc3c(c(=O)c4ccccc4n3C)c(=O)n2-c2ccc(F)cc2)cc1	14	-2	5	3.2	22	-4	-4	9
CCN(CC)S(=O)(=O)c1cc(C(=O)OCC(=O)Nc2cccc(Br)c2)ccc1F	-14	-3	12	0.1	-2	-2	-4	31

Nine successive records from above, for reference:
SMILES	Mdm2 MdmX PPI	Jurkat NFkB inh	697 NFkB inh	CHOP UPR activ	APJ antagonist	UPR XBP1 act	APJ agonist	tim23-1 inh
CCOC(=O)C1C(=O)C(C(=O)OCC)C(c2cccnc2)NC1c1cccnc1 (centres undefined)	15	1	31	-1.2	1	3	-3	6
OC(c1ccccc1)C(CN1CCOCC1)c1ccccc1 (centres undefined)	21	9	9	0.1	2	-2	-2	18
CC(C)N(C(=O)[C@H]1C[C@H](CC(=O)NCCCN(C)C)C(=O)N2CCc3c([nH]c4ccc(Cl)cc34)[C@]12C)C(C)C	48	.	12	0.8	.	-2	.	28
CCOC(=O)[C@H]1[C@H]2COc3ccc(Cl)cc3[C@@H]2N2C(=O)c3ccc(F)cc3NC(=O)[C@@]12C	21	3	27	-1.1	4	7	-6	1
COC(=O)CCc1c(COC(C)=O)[nH]c(C(=O)OCc2ccccc2)c1C	-3	-2	9	0.7	-12	-2	-3	22
CC1(C)CC(=O)C2=C(C1)NC(=O)NC2c1ccc([N+](=O)[O-])cc1 (centres undefined)	-7	1	-9	1.1	8	-1	-2	-1
CC(=O)OC(COc1ccccc1)Cn1cnc2cc(C)c(C)cc21 (centres undefined)	18	-2	-20	1.4	1	2	-5	24
Cc1ccc2c(c1)N(C(=O)CCC(=O)NCCCN1CC(C)CC(C)C1)CCO2 (centres undefined)	10	-15	1	-1.8	0	-1	-5	6
O=C(COc1ccccc1F)NNC(=O)c1ccc(N2CCCCC2)c([N+](=O)[O-])c1	23	3	22	2.1	-7	1	-2	23

Going on with the list:
SMILES	Mdm2 MdmX PPI	Jurkat NFkB inh	697 NFkB inh	CHOP UPR activ	APJ antagonist	UPR XBP1 act	APJ agonist	tim23-1 inh
CCOC(=O)N1CCN(C(=O)CSc2nnc(-c3cc(OC)cc(OC)c3)o2)CC1	18	-1	2	-2.2	2	11	-2	7
Cc1ccc(N(C(=O)CNC(=O)c2ccco2)C(C(=O)NC2CCCC2)c2ccncc2)cc1C (centres undefined)	-18	-7	8	1.5	7	-3	1	7
COc1cccc(/C=N/n2c(=S)n(C)c3cc(C)c(C)cc32)c1OC	18	6	12	0.3	29	2	-2	18
Cc1ccc(C(=O)O)cc1NS(=O)(=O)c1ccc2ccccc2c1	-1	-8	-8	-0.6	-9	-4	-2	6
COc1ccc(CNC(=O)[C@H](C)N2C(=O)N3CCc4c([nH]c5ccc(OC)cc45)[C@@]3(C)C2=O)cc1	2	7	10	-0.4	1	-3	-1	10
CCOC(=O)N1CCC(NC(=O)c2oc3c(c2C)-c2[nH]ncc2CC3)CC1	23	-1	17	-2.1	-6	2	1	-1
COc1ccc(C)cc1NC(=O)CN(c1ccc(C)cc1)S(C)(=O)=O	-13	17	11	0.4	7	0	-1	5
COCCOc1cc(COC)nc(-c2cccc(C)c2)n1	5	2	-2	1.7	0	-2	-1	7
O=C(CNC(=O)c1ccc(Br)cc1)c1ccc(Br)cc1	-3	2	-13	1.3	7	0	-2	20
CC1CCN(S(=O)(=O)c2cccc(C(=O)NCc3ccco3)c2)CC1	-9	0	13	-0.7	-2	0	-1	30
COc1ccc(C2(c3ccc(OC)cc3)NC(=O)N(CC(=O)Nc3ccccc3C)C2=O)cc1	-37	26	8	-0.8	9	-4	-1	1
CCOC(=O)C1CCN(Cc2cnc(Oc3ccc(Cl)cc3C)s2)CC1	7	5	26	0.3	-6	-4	-1	-6
Cc1ccc2nnn(Cc3cccc(C(C)(C)C)c3O)c2c1	-20	-2	-17	0.4	6	-2	5	29
O=C1CC(C(=O)Nc2ccc(F)c(Cl)c2)N=C(N2CCCCC2)N1 (centres undefined)	25	-1	13	-0.1	4	0	0	-7
Cc1ccc(N(C(=O)CNC(=O)c2ccco2)C(C(=O)NC2CCCC2)c2ccncc2)cc1F (centres undefined)	10	-5	2	-0.6	6	0	0	10
CC1CCC(C(C)C)C(OC(=O)Cn2c(-c3ccc(Cl)cc3)[n+](C)c3ccccc32)C1 (centres undefined)	100*	32	-73	9.0	-5	87*	-3	14
O=C(Nc1ccc2c(c1)OCCO2)c1ccc(Br)cc1	-196	-138	-75	3.7	14	-3	-3	1
COc1cc(OC)c(OC)cc1CCC(C)NCCC(c1ccccc1)c1ccccc1 (centres undefined)	64*	4	-5	-0.3	9	1	0	15
Cc1cc(C)c(C(=O)COC(=O)Cn2nc(-c3ccccc3)oc2=O)cc1C	-14	11	10	1.1	5	-2	0	13
CC1=Nc2cc(C(=O)NCCCOC(C)C)ccc2Sc2ccc(C)cc21	63*	64*	1	-1.4	-11	7	-5	23
CC(Oc1ccc2ccc(=O)oc2c1)C(=O)N1CCOCC1 (centres undefined)	0	-4	7	-1.2	20	-2	8	5
Oc1ccc2[nH]ccc2c1	-5	24	1	1.4	3	6	0	9
Cc1c(Cl)cccc1NC(=O)CSc1nnc(C)n1CC1CCCO1 (centres undefined)	21	2	7	3.1	3	0	-1	6
Cc1ccc(NC(=O)c2noc3c2CCCCC3)cc1	-96	-193	-220	0.0	3	-1	-4	7
CN(C1CCCCC1)S(=O)(=O)c1ccc(SCC(=O)NC(C)(C)C)nc1	-1	-23	-21	-1.0	3	-1	6	23
c1cncc(-c2nc(NCC3CCCO3)c3ccccc3n2)c1 (centres undefined)	15	-21	15	-1.9	-22	0	2	13
O=C(Nc1cc(C(=O)N2CCN(c3ccccc3O)CC2)ccc1Cl)c1cccs1	19	-7	6	1.8	-20	-2	4	1
